STAT1 activator – STAT1 signaling activation. hit rate 2.6% among 200,000. NIH 3T3 STAT1-luciferase reporter, IFN-gamma, luminescence; 100% = IFN-gamma alone, no compound. activation (% of control), % at 5.5 µM;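 active means activation above the screen-wide mean activation plus 3 SD, cut at about 130% in these data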;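 further: raw ratio to IFN-gamma control signal so 100% means no change and 0% no light; values of inactives mirror those of a sister screen read the other way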
STAT3 act – increases IL-6 driven STAT3 reporter signal; activation (% of control), % at 5.6 µM; hit rate 0.91% among 190,000; U3A cells, IL-6 STAT3-luciferase reporter, luminescence; 100% = signal with IL-6 EC80 alone; AID 871;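 active means activation above the screen-wide mean of compound activation plus 3 SD, cut at about 130% in these data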;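 further: 0% = background luminescence of wells with medium and substrate only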
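Material: human U3A cells carrying STAT3-luciferase construct. Measured by: reporter luminescence signal. Timing: compound 1 h, then IL-6 6 h at 37 °C.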
STAT1 inh – inhibitors of IFN-gamma induced STAT1 signaling. hit rate 0.35% among 200,000. AID 920. NIH 3T3 STAT1-luciferase reporter, luminescence. inhibition, % at 5.5 µM;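 active means inhibition above a set limit, the mean inhibition across all tested compounds plus 3 SD, cut at about 34% in these data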;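 further: 0% = IFN-gamma with DMSO and 100% = IFN-gamma with 300 µM nifuroxazide; values of inactives mirror those of a sister screen read the other way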
STAT3 blocker – STAT3 signaling inhibition. hit rate 0.89% among 190,000. AID 862. U3A cells, IL-6 STAT3-luciferase reporter, luminescence; host cell line lacks STAT1. inhibition, % at 5.5 µM;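 active means inhibition above the mean inhibition across all screened compounds plus 3 SD, cut at about 44% in these data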;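 further: 0% = DMSO only wells and 100% = 100 µM nifuroxazide control wells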
APP 5UTR inh – APP translation inhibition. SH-SY5Y APP 5'UTR-luciferase reporter, luminescence. inhibition, % at 2 µM. hit rate 0.82% among 190,000. AID 1285;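 active means inhibition above a set limit, derived from the sample mean plus 3 SD, cut at about 45% in these data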; further: values of inactives mirror those of a sister screen read the other way
TLR4-MyD88 BLA – blocks binding of human TLR4 to MyD88; O00206+Q99836; HeLa CL3-4 TLR4/MyD88 BLA complementation, FRET ratio; inhibition, % at 8.4 µM; hit rate 0.18% among 200,000; AID 861; in the data active means inhibition above about 25%;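 further: 0% = vehicle and 100% = reference inhibitor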
Target sequence (O00206 whole entry, looked up): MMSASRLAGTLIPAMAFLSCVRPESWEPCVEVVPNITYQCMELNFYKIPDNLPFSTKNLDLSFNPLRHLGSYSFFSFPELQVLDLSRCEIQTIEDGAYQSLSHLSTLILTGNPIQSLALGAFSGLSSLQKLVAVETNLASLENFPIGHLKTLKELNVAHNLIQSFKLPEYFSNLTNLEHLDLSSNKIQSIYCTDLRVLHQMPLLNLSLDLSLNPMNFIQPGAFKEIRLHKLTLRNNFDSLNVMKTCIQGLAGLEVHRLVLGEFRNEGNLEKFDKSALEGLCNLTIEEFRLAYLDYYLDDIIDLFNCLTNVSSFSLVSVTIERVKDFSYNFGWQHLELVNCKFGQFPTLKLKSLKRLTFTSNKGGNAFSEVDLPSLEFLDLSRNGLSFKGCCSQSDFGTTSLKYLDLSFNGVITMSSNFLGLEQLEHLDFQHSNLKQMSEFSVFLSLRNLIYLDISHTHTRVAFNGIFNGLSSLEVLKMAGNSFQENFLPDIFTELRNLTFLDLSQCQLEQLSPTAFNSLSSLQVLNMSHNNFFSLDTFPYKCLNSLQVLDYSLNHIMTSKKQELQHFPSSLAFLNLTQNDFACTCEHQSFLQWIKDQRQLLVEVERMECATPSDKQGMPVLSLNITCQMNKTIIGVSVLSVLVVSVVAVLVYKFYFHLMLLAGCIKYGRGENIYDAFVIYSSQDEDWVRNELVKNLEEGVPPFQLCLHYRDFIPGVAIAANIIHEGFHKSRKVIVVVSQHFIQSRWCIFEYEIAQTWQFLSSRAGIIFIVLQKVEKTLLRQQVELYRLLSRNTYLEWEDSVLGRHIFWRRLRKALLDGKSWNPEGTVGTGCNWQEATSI
Target sequence (Q99836 whole entry, looked up): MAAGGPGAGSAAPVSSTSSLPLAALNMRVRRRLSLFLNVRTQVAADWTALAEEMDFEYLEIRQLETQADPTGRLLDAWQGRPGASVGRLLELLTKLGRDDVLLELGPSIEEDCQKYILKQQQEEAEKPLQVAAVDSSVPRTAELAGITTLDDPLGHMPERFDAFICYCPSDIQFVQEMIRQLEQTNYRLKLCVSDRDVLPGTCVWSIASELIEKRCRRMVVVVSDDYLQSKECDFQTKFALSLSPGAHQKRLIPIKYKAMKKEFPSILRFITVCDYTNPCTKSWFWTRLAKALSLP
Diaph inh CS – diaphorase inhibition or chemical oxidation counter-screen; diaphorase resazurin-to-resorufin fluorescence, NADH, 16 min; bacterial (C. kluyveri) enzyme, not human; inhibition, % at 20 µM; hit rate 0.69% among 190,000;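 active means primary screen inhibition at 20 µM above a set limit, cut at about 50% in these data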;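 further: plate controls were DMSO with full reaction for no effect and wells lacking NADH for full effect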
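System: Bacterial diaphorase enzyme (C. kluyveri) | Incubation: 16-min room-temperature incubation before reading | Benchmarks: No-NADH positive control and DMSO neutral control | Measured by: Resorufin fluorescence 544/590 nm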
G6PDH counter – counter-screen for G6PDH assay hits: L. mesenteroides G6PDH inhibition; Purified L. mesenteroides G6PDH, diaphorase/resazurin coupled fluorescence, 45 min; inhibition, % at 5 µM; hit rate 0.12% among 200,000; AID 1020; in the data active means inhibition above about 50%
Diaph act CS – counter-screen for diaphorase-based assays: diaphorase activators and chemical reducers. Diaphorase/resazurin coupled assay, resorufin fluorescence, 16 min; hits give high values; 1 = vehicle wells, 0 = NADH-free wells. activation factor at 20 µM. hit rate 0.005% among 190,000;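 active means diaphorase activity raised at least twofold by the compound at 20 µM; inactive means activation factor below 2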
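Assay system: bacterial diaphorase enzyme (C. kluyveri) / Input: enzyme 0.07 U/mL final / Medium: 50 mM HEPES pH 7.4 with 4.542 mM MgCl2, 0.005% Tween 20 / Doses: single compound dose of 20 µM, 1% DMSO final / Incubation: 16 min enzyme reaction, ambient temperature / Signal: fluorescence, excitation 544 nm and emission 590 nm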
Hsp70 act – transcriptional activators of Hsp70. AID 1203. activation, % at 10 µM. HeLa Hsp70 promoter luciferase reporter, luminescence; scaled: vehicle 0, proteasome-inhibitor control 100%. hit rate 0.04% among 200,000;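 active means activation above the mean across all tested compounds plus 3 SD, cutoff set per campaign, cut at about 5.5% in these data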;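 further: 100% = MG132 at 30 µM as the positive control and 0% = DMSO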
An asterisk follows results filed as active; . = no result given.

SMILES	STAT1 activator	STAT3 act	STAT1 inh	STAT3 blocker	APP 5UTR inh	TLR4-MyD88 BLA	Diaph inh CS	G6PDH counter	Diaph act CS	Hsp70 act
Cc1cc(C(=O)NCCCOC(C)C)c2ccccc2n1	94	97	6	6	6	3	4	7	1	1.3
CCn1cnc2c1c(=O)n(CC(=O)NCC(F)(F)F)c(=O)n2Cc1ccccc1	99	111	-2	-9	-15	-1	8	-2	0.9	-0.1
Cc1ccc(N(CC(=O)NC(C)(C)C)C(=O)CNC(=O)c2cccs2)cc1	93	92	7	14	0	3	-1	7	1	-0.2
Cc1ccccc1C(=O)Nc1ccnc(-c2ccncc2)n1	100	90	-1	14	11	6	0	-2	1	-0.1
Cc1ccc2nc(NCc3ccccc3)c(C=NCc3ccccc3)c(=O)n2c1	110	96	-11	9	-13	-5	11	-7	0.9	-0.1
OCC1(Cc2ccccc2)CCN(CCCC2CCCC2)CC1	99	98	-1	5	-3	3	-1	0	1	-0.2
CCOc1ccc(-c2nnn(CC(=O)N3CCN(c4ccc(OC)cc4)CC3)n2)cc1OCC	104	105	-6	1	9	-2	7	3	0.9	-0.1
CCN(c1ccccc1)S(=O)(=O)c1ccc(N)c(OC)c1	101	96	-1	5	11	-9	-14	17	1.1	-0.4
CNC(=O)NC(=O)COC(=O)CCCOc1ccc(OC)cc1	98	102	2	7	7	-25	22	2	0.8	0.0
COc1cc(S(=O)(=O)N(C)C2CCCCC2)c(C)cc1C	98	99	0	9	1	-3	7	8	0.9	0.2

Three entries from above, sorted by the value under APP 5UTR inh, rising:
Molecule	APP 5UTR inh
Cc1ccc(N(CC(=O)NC(C)(C)C)C(=O)CNC(=O)c2cccs2)cc1	0
COc1cc(S(=O)(=O)N(C)C2CCCCC2)c(C)cc1C	1
CCN(c1ccccc1)S(=O)(=O)c1ccc(N)c(OC)c1	11

Later entries.
SMILES	STAT1 activator	STAT3 act	STAT1 inh	STAT3 blocker	APP 5UTR inh	TLR4-MyD88 BLA	Diaph inh CS	G6PDH counter	Diaph act CS	Hsp70 act
COc1ccc(N2C(=O)CC(Sc3nc(C)c4c(n3)CCCC4)C2=O)cc1 (configuration not stated)	93	97	8	12	0	-12	20	-2	0.8	0.3
N/C(=N\OC(=O)c1cc(-c2ccccc2)nc2ccccc12)c1ccc(Cl)cc1	95	93	6	9	-14	3	15	5	0.8	-0.5
O=C(CSc1nnc(NC(=O)C2CC2)s1)NCc1ccco1	105	103	-6	-1	-5	10	19	21	0.8	-0.2
CCn1c(SCC(=O)c2cc(OC)ccc2OC)nnc1-c1ccncc1	96	98	5	7	4	-9	.	.	.	-0.1
COc1cc(C(=O)N2CCN(C(=O)C(Cc3cc(C)ccc3C)NC(C)=O)CC2)cc(OC)c1OC (configuration not stated)	104	105	-7	-2	22	1	9	3	0.9	-0.4
Cc1c(C)[n+](=O)c2c(n1[O-])CCC2	99	96	1	12	-5	9	14	5	0.9	-0.2
Cc1ccc(NC(=O)CCC(=O)NNS(=O)(=O)c2ccccc2)cc1C	96	92	4	10	-2	5	8	4	0.9	-0.3
COc1ccc(-n2nnnc2SCC(N)=O)cc1	97	101	3	3	-19	4	10	-3	0.9	-0.2
O=C(Nc1nnc(-c2ccc(Cl)cc2)o1)c1nc2ccccc2s1	101	104	-1	4	-4	1	6	-8	0.9	-0.3
N#CC1=C(N)N(c2ccccc2Sc2ccccc2)C(=O)C1	90	92	9	16	11	-11	11	2	0.9	-0.2
O=C(NC1CCN(C(=O)N2c3ccccc3Sc3ccccc32)CC1)c1ccccc1Cl	88	96	13	10	14	9	27	4	0.7	0.8
NC(=O)c1sc2nc3c(c(-c4ccc(Cl)cc4)c2c1N)CCCC3	91	93	7	9	.	2	39	4	0.6	-0.1
CCN(CC)S(=O)(=O)c1ccc(NC(=O)c2cccnc2Cl)c(NC(=O)c2cccnc2Cl)c1	89	98	11	9	-10	10	10	10	0.9	-0.3
O=c1c2ccccc2nc(SCc2cc(F)cc3c2OCOC3)n1Cc1ccco1	104	99	-4	0	2	7	0	0	1	0.3
COc1ccccc1CCc1nnc(CCC(=O)NC(C)Cn2nc(C)cc2C)o1 (configuration not stated)	102	105	-2	-3	12	-8	.	10	.	0.0
COc1ccc(S(=O)(=O)n2nc(OC(=O)c3ccc(C)cc3)cc2N)cc1	86	96	16	11	2	16	19	6	0.8	-0.3
Brc1ccccc1OCCCCCN1CCCC1	97	103	4	-3	-11	7	-2	4	1	-0.5
CC(C)n1cc(/C=C2\NC(=O)N(c3cccc(Cl)c3)C2=O)c2ccccc21	96	105	4	-2	5	-4	12	6	0.9	-0.1
CCN(c1ccccc1)S(=O)(=O)c1ccc(C(=O)Nc2nnc(CSC)o2)cc1	98	99	0	11	-11	0	2	5	1	-0.3
CCN(CC)S(=O)(=O)c1ccc(C(=O)NC2=C(C(=O)OC)SCC2)cc1	92	81	9	26	-6	2	30	-4	0.7	0.1
Cc1cc(NC(=O)c2ccc(S(=O)(=O)N3CCOCC3)cc2)nc2c1c(=O)oc1ccccc12	96	117	5	-16	4	6	14	8	0.9	-0.2
Cc1cccc(NC(=O)CN2CCSc3ccccc32)c1	97	118	3	-15	-23	-7	7	-7	0.9	-0.1
CCN(CCn1cccn1)Cc1nc(Cc2cccc(F)c2)no1	96	99	2	5	-13	-4	25	4	0.8	0.1
CSc1ncccc1C(=O)OCc1ccccc1	123	102	-26	6	-33	4	15	1	0.9	-0.2
CCCC(C)C(=O)NCc1ccncc1 (configuration not stated)	96	102	2	0	4	-5	21	6	0.8	0.1
CC(C)CNC(=S)NNC(=O)c1ccc2c(c1)OCO2	95	106	6	-1	0	0	6	4	0.9	-0.5
O=C(Cn1c(-c2ccccc2)noc1=O)Nc1ccc(N2CCCCCC2)cc1	105	97	-6	7	2	-4	24	1	0.8	-0.2
CCn1c(SCC(=O)NNC(=O)c2ccc(OC)cc2)nnc1-c1cccnc1	104	98	-4	7	-14	3	-4	9	1	-0.4
O=C(Cn1[nH]c(=O)c2ccccc2c1=O)OCC(=O)N1CCc2ccccc2C1	96	104	4	5	-2	-4	3	10	1	-0.4
O=C(NC1CCCCC1)C1CCN(C(=O)NCc2ccccc2)CC1	96	101	3	5	-4	-10	10	0	0.9	0.4

Some of these compounds in order of molar mass, high to low.
SMILES	STAT1 activator	STAT3 act	STAT1 inh	STAT3 blocker	APP 5UTR inh	TLR4-MyD88 BLA	Diaph inh CS	G6PDH counter	Diaph act CS	Hsp70 act
CCN(CC)S(=O)(=O)c1ccc(NC(=O)c2cccnc2Cl)c(NC(=O)c2cccnc2Cl)c1	89	98	11	9	-10	10	10	10	0.9	-0.3
O=c1c2ccccc2nc(SCc2cc(F)cc3c2OCOC3)n1Cc1ccco1	104	99	-4	0	2	7	0	0	1	0.3
O=C(Cn1[nH]c(=O)c2ccccc2c1=O)OCC(=O)N1CCc2ccccc2C1	96	104	4	5	-2	-4	3	10	1	-0.4
Cc1ccc(N(CC(=O)NC(C)(C)C)C(=O)CNC(=O)c2cccs2)cc1	93	92	7	14	0	3	-1	7	1	-0.2
Brc1ccccc1OCCCCCN1CCCC1	97	103	4	-3	-11	7	-2	4	1	-0.5
CCN(c1ccccc1)S(=O)(=O)c1ccc(N)c(OC)c1	101	96	-1	5	11	-9	-14	17	1.1	-0.4
CSc1ncccc1C(=O)OCc1ccccc1	123	102	-26	6	-33	4	15	1	0.9	-0.2

(more compounds)
SMILES	STAT1 activator	STAT3 act	STAT1 inh	STAT3 blocker	APP 5UTR inh	TLR4-MyD88 BLA	Diaph inh CS	G6PDH counter	Diaph act CS	Hsp70 act
O=C(Cn1ccc(=O)[nH]c1=O)NCCO	105	102	-5	5	-29	-2	13	-24	0.9	-0.3
COc1ccc(OC)c(C(c2nnnn2CCc2ccccc2)N2CCC(C(N)=O)CC2)c1 (configuration not stated)	102	109	-2	-5	-5	6	25	4	0.7	-0.1
C[C@@H](C(=O)NCc1ccccc1)[C@H]1C[C@]1(C)[C@H](NC(=O)OCc1ccccc1)c1ccccc1	109	104	-9	-8	8	-8	18	3	0.8	-0.2
CCNc1nc(NCC)nc(C(=O)NN)n1	91	105	7	-4	-10	1	10	1	0.9	0.1
O=C(CNc1cc(S(=O)(=O)N2CCCC2)ccc1OCC(F)(F)F)Nc1cccc(C(F)(F)F)c1	84	89	18	12	2	-12	30	-18	0.7	-0.3
COCCn1c(SCC(=O)NC(=O)NC(C)(C)C)nc2ccccc21	96	100	4	-1	13	-7	3	4	1	-0.2
CCNC(=O)COC(=O)c1ccc(-c2nc3ccccc3s2)s1	98	79	1	28	-52	-5	1	-3	1	-0.1
Clc1ccccc1OCCCCN1CCCC1	94	99	7	5	10	-3	11	5	0.9	-0.4
Cn1c(/C=C/c2ccc([N+](=O)[O-])o2)nc2ccccc2c1=O	212*	93	-122	12	37	6	25	1	0.8	-0.2
Cc1ccc(C(=O)N(CC(=O)NC2CCCCC2)c2ccccc2F)s1	93	115	6	-16	-7	0	3	12	1	-0.2
CCC(C)NC(=O)Nc1ccc(Br)cc1 (configuration not stated)	110	99	-11	13	-8	-7	8	4	0.9	-0.3
CCOc1nc(NCCc2ccc(OC)c(OC)c2)nc(NC(C)(C)CO)n1	98	100	2	4	-28	-13	11	0	0.9	-0.4
COc1ccc2nc(NNC(=O)c3cc(=O)c4ccccc4o3)sc2c1	112	.	-15	.	-34	-1	31	15	0.7	-0.2
COc1cccc(CNC(=O)CCCNS(=O)(=O)c2cccs2)c1	94	99	6	5	-5	-13	2	3	1	-0.4
Cc1ccc(SC(C)C(=O)NCc2ccncc2)cc1 (configuration not stated)	100	96	0	8	-5	-39	6	-4	0.9	-0.3
CCOC(=O)N/N=C/c1ccccc1OCc1ccc(Cl)cc1	109	99	-11	6	-50	10	4	-2	1	-0.2
COC(=O)c1c(NC(=S)NN2CCOCC2)sc2c1CCCC2	108	104	-11	2	-18	-17	26	5	0.7	0.2
N#CC1=C(Nc2ccccc2)SC=C(c2ccc(Cl)c(Cl)c2)N=C1N1CCOCC1	109	115	-10	-19	9	4	-6	7	1.1	-0.3
